Screening results from PubChem.
Calpain2 inh: blocks pig calpain II enzyme activity. inhibition, % at 16 µM. purified calpain II, fluorogenic peptide substrate, 30 min. 220,000 compounds, 0.37% hits;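 active means inhibition above about 50%, limit read from the data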
PPC-1+TRAIL kill: kills PPC-1 cancer cells in the presence of TRAIL; PPC-1 cells + TRAIL, ATPLite viability luminescence; cell killing (% activity), % at 4 µM; 220,000 compounds, 0.41% hits; AID 1443;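 active means cell killing above 50% in the first pass at 4 µM, then a duplicate retest at 5 µM averaging 50% or more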;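 further: plate controls were cells with TRAIL plus DMSO for no effect and medium-only wells lacking cells for full effect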
Cl transport mod: modulates chloride dependent transport by human KCC2; Q9H2X9; KCC2 cells, thallium flux FluoZin-2 fluorescence; B-score of Tl+ flux slope (higher = more flux/activation; lower = inhibition) at 10 µM; 190,000 compounds, 2.2% hits;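 active means thallium flux slope and its plate-corrected score both differing from the plate sample mean at a set confidence after two filtering rounds, in either direction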;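 further: slope of fluorescence scaled to starting intensity during 10 to 20 s after thallium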
Furin inhibitor: blocks human furin protease activity; P09958; 220,000 compounds, 0.061% hits; purified furin, fluorogenic substrate cleavage; inhibition, % at 30 µM; in the data active means inhibition above about 25%; further: inactives centre near -15
zfTRPN1 agonist: zebrafish TRPN1 (NompC) channel agonism. HEK293 zebrafish TRPN1-YFP, Fluo-8 calcium fluorescence; 100% = response to 87 µM carbachol. activation, % at 3 µM. 220,000 compounds, 0.18% hits. AID 1424;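 active means activation above its plate's cutoff, the mean activation of test wells on that plate plus 3 SD, cut at about 19% in these data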;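 further: 0% = DMSO alone and 100% = 87 µM carbachol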
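Control set: carbachol 87 µM as high control, DMSO as low control; system: HEK293 stable line with zebrafish TRPN1-YFP; read-out: % activation versus carbachol response; detection: intracellular calcium fluorescence with Fluo-8; doses: single test compound dose, 3 µM nominal, 0.3% DMSO; schedule: dye 1 h 37 °C plus 30 min RT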
EBV gp42 block: inhibitors of Epstein-Barr virus glycoprotein 42; Q1HVG2; inhibition, % (tested at 21.74 µM); AID 1085; 220,000 compounds, 0.42% hits; Fluorescence polarization binding assay, mP read-out; in the data active means inhibition above about 50%
Target sequence (Q1HVG2 whole entry, looked up): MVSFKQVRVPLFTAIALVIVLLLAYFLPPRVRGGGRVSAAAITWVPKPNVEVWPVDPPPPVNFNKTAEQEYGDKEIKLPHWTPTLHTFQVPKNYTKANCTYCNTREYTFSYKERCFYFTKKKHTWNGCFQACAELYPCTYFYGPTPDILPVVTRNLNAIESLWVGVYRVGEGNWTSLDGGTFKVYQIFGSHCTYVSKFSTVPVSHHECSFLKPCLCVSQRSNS
TRPML3 ag: activates the human TRPML3 channel; AID 1448; activation, % at 3 µM; HEK293 TRPML3-YFP, Fluo-8 calcium fluorescence; 100% = the carbachol control signal; 220,000 compounds, 0.29% hits; Q8TDD5;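 active means activation above its plate's cutoff, the mean activation of the plate's test wells plus 3 SD, cut at about 12% in these data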;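 further: 0% = DMSO only wells and 100% = carbachol wells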
Target sequence (Q8TDD5 whole entry, looked up): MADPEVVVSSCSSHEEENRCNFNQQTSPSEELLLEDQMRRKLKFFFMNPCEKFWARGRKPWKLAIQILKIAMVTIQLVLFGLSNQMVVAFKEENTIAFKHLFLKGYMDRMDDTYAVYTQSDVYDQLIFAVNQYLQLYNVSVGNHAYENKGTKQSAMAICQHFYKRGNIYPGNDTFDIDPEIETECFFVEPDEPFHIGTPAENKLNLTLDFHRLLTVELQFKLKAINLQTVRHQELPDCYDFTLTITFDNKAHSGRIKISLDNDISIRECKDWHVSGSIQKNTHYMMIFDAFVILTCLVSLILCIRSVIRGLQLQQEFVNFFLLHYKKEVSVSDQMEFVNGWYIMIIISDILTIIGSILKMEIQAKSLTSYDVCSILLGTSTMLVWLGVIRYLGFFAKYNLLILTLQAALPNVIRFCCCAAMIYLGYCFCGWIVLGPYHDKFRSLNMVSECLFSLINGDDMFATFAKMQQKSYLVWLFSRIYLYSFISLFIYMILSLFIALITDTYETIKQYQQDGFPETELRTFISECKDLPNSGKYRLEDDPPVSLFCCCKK
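Test system – HEK293 line with stable expression of human TRPML3-YFP channel · Control set – carbachol 87 µM final as high control (100%), DMSO as low control (0%) · Signal – Fluo-8 calcium dye fluorescence, ex 470-495, em 515-575 nm · Incubation – 1-h 37 °C dye load, 5-s basal, 120-s post-compound reads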
thrombin 1536: blocks human thrombin protease activity; alpha-thrombin, Boc-VPR-AMC fluorogenic substrate cleavage; inhibition, % at 5 µM; 220,000 compounds, 0.26% hits;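 active means inhibition at or above 40%; inactive means inhibition below 40%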;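 further: 0% = enzyme with no compound and 100% = wells without enzyme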
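System – human alpha-thrombin protein · Reagent – Boc-VPR-AMC substrate, 15 µM final · Compound – 5 µM single dose in 0.2% DMSO · Schedule – reaction at room temperature · Technique – AMC fluorescence at 355 nm excitation and 460 nm emission · Read-out basis – % inhibition relative to enzyme controls and enzyme-free blanks · Control set – no-compound enzyme wells and no-enzyme blanks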
Tb hexokinase: blocks Trypanosoma brucei hexokinase 1 activity | recombinant TbHK1, G6PDH-coupled NADH A340 | inhibition, % at 10 µM | 220,000 compounds, 0.11% hits | AID 1430;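 active means inhibition of 50% or more in the single-dose primary screen; inactive means inhibition below 50%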
Active calls of the source: *; · = no result given; [ ] = another dose, or the depositor's remark. Rows are unselected (roughly 3.6% active in at least one column).

mol	Calpain2 inh	PPC-1+TRAIL kill	Cl transport mod	Furin inhibitor	zfTRPN1 agonist	EBV gp42 block	TRPML3 ag	thrombin 1536	Tb hexokinase
COc1cccc(NC(=O)c2cnsn2)c1	15.5	-7.2	0.608	-13.9[20 µM]	-1.1	-18.8	0.3	-2.0	-10.4
C/C=C/c1ccc(OCCCCOc2c(OC)cccc2OC)c(OC)c1	-2.6	23.4	1.42	-4.7	-1.5	-3.3	-0.7	11.0	26.7
C=CCn1c(CCC)nc2ccccc21	-0.6	-1.3	0.502	-19.5	-1.1	4.0	0.3	-0.3	-2.3
Cc1ccccc1NC(=O)NCC1CCN(C(=O)OC(C)(C)C)CC1	25.2	9.7	0.367	-3.3	0.7	-4.6	-0.5	-5.8	-3.0
CCOc1cc(-c2cc(-c3ccccc3)nc(N)c2C#N)ccc1O	-386.8	1.1	-0.452	-18.3[20 µM]	-1.0	-20.6	0.6	0.5	-21.5
O=C(NCc1cccnc1)c1cccc(S(=O)(=O)N2CCCCC2)c1	3.7	-10.6	0.238	-5.4	0.4	-22.3	0.4	0.2	2.7
Cc1nc(N2CCN(c3ccccc3)CC2)[nH]c(=O)c1Cc1cccc2ccccc12	-1.8	10.1	1.91	-9.8	-0.4	-5.1	0.5	-2.2	1.4
COc1cccc2cc(C(=O)N3CCN(C(=O)c4ccccc4)CC3)c(=O)oc12	-42.6	27.8	1.08	-19.6[20 µM]	1.1	-7.6	0.0	-0.1	-2.0
Cc1ccc(C)c(NC(=O)CCC(=O)NNC(=O)c2cccs2)c1	0.6	29.2	-1.3	-10.2	-0.1	-17.8	0.9	2.3	30.5
CCN1CN(CCc2ccccc2)CNC1=S	3.7	-6.4	0.603	-12.0	0.6	9.2	0.8	-1.3	1.1
CCc1ccc(OCC(=O)N/N=C(\C)c2ccc(-n3ccnc3)cc2)cc1	9.2	43.8	-2.3	0.6	4.3	-1.0	0.5	-8.2	4.3
CCCSc1nnc(NC(=O)c2sc3nc(-c4cccs4)ccc3c2N)s1	-445.5	-11.6	-1.49	-24.0	1.6	-11.9	1.1	-2.9	-11.5
COc1ccccc1N1CCN(C(=O)c2cc(C(C)(C)C)oc2C)CC1	22.4	10.2	0.733	-5.9	2.3	1.4	-0.3	24.8	-9.2
[2H]c1c([2H])c([2H])c(-c2nc(N3CCCCCC3)sc2C(=O)c2ccccc2)c([2H])c1[2H]	1.3	23.3	-0.0117	-7.8[20 µM]	0.0	-10.8	-1.1	22.4	3.1
O=C(/C=C/c1ccc2c(c1)OCO2)NCCSCc1ccc(Cl)cc1	5.4	16.6	-0.822	-20.2[20 µM]	-1.1	-17.8	-0.4	-2.1	4.4
O=C(Nc1ccncc1)Nc1ccccn1	6.3	17.0	0.167	-10.8[20 µM]	0.4	-21.8	0.9	3.9	1.7
CCc1nc(Cl)c(C#N)c2c1CCCC2	11.9	6.5	-0.0638	-25.3	-0.2	-2.5	0.4	-8.8	-3.9
Cc1ccc(-c2nnc3ccc(SCC(=O)N4CCCc5ccccc54)nn23)cc1	-0.1	14.9	-0.625	-2.5	0.4	5.8	-0.2	-4.4	-2.0
CCn1c(SCc2ccc([N+](=O)[O-])cc2)nnc1C(C)NC(=O)c1ccc(C)cc1 (stereo not drawn)	8.9	5.1	0.0578	-8.4	-0.1	0.1	-0.7	-8.4	1.6
CCCCn1cc2c(c1-c1cccc(C)c1)c(=O)n(C)c(=O)n2C	7.1	-3.5	-0.0551	-11.2	-2.4	-16.3	-1.7	0.2	-6.6
COc1cccc(NC(=O)C2CCCN2C(=O)Nc2ccccc2F)c1 (stereo not drawn)	-38.6	8.3	-0.999	-27.8	-0.2	-4.1	-0.7	-6.6	-5.9
CCOC(=O)C1CCN(C(=O)c2sc3nc(-c4ccc(F)cc4)cn3c2C)CC1	-11.2	9.9	-1.41	-15.9	1.4	-5.8	-1.6	3.2	2.7
Nc1ncnc(Nc2ccc(F)c(Cl)c2)n1	-14.5	13.1	0.635	-22.5	0.8	-21.6	0.3	0.5	-1.8
COc1cccc(-n2nc(C(C)=O)c(=O)[nH]c2=O)c1	-0.2	21.8	-0.151	-26.6	2.2	-18.2	0.2	-4.3	-1.7
COc1ccc(S(=O)(=O)Nc2ccc(C(F)(F)F)cc2)cc1OC	10.3	11.4	0.344	-12.1[20 µM]	0.4	-13.8	0.4	0.4	3.4
COc1cccc(/C(O)=C2/C(=O)C(=O)N(CCN(C)C)C2c2ccccn2)c1 (stereo not drawn)	-20.4	-22.0	0.165	-6.2	1.0	-3.3	0.8	-1.5	-16.4
COc1ccc(N2CCN(CC(=O)Nc3nc4c(s3)CC(C)CC4)CC2)cc1 (stereo not drawn)	-26.2	-12.5	·	-24.6	1.7	-6.9	0.5	-5.8	-16.5
Cc1cc(C)nc(SCC(=O)N/N=C\C(Br)=C\c2ccccc2)n1	23.4	5.4	0.295	-9.6	-1.0	6.9	0.6	-9.2	-9.4
O=[N+]([O-])c1cnc(Sc2ccncn2)s1	-3.5	18.8	-3.27	2.7	-0.4	-10.2	0.3	3.5	-51.0
CC(=O)NNC(=O)c1nc(-c2ccccc2)c(C)o1	-7.6	6.3	0.954	-8.7	0.2	-3.0	0.3	2.2	2.6

Quoted at random: 3 compounds from above.
mol	Calpain2 inh	PPC-1+TRAIL kill	Cl transport mod	Furin inhibitor	zfTRPN1 agonist	EBV gp42 block	TRPML3 ag	thrombin 1536	Tb hexokinase
CCOc1cc(-c2cc(-c3ccccc3)nc(N)c2C#N)ccc1O	-386.8	1.1	-0.452	-18.3[20 µM]	-1.0	-20.6	0.6	0.5	-21.5
COc1ccc(N2CCN(CC(=O)Nc3nc4c(s3)CC(C)CC4)CC2)cc1 (stereo not drawn)	-26.2	-12.5	·	-24.6	1.7	-6.9	0.5	-5.8	-16.5
COc1cccc(NC(=O)c2cnsn2)c1	15.5	-7.2	0.608	-13.9[20 µM]	-1.1	-18.8	0.3	-2.0	-10.4

Other results:
mol	Calpain2 inh	PPC-1+TRAIL kill	Cl transport mod	Furin inhibitor	zfTRPN1 agonist	EBV gp42 block	TRPML3 ag	thrombin 1536	Tb hexokinase
O=C(CCc1nc2ccccc2c(=O)[nH]1)NCc1ccccn1	-14.4	23.5	-0.255	-18.2	1.4	2.4	0.5	0.4	-5.6
C/C(=N\Nc1nc(-c2cc(C)ccc2C)cs1)c1cc2c(ccc3ccccc32)oc1=O	-68.1	10.3	-0.0386	-0.3	2.0	-12.4	0.9	-3.5	-3.4
CC[n+]1c(/C=C(/C)SC)sc2ccccc21	14.5	-2.8	0.164	-8.1	-0.1	-9.6	0.3	-2.6	-19.5
COc1ccc(-c2cc(C3CCN(Cc4cccc(C(F)(F)F)c4)CC3)[nH]n2)cc1	17.2	6.8	0.0505	-18.0	2.4	6.8	2.5	-8.4	3.8
Cc1nc2nc(CCc3ccccc3)nn2c(C)c1Cl	29.6	11.5	-0.541	-5.2[20 µM]	0.0	1.6	0.4	0.6	1.0
Nc1nc(SCC(=O)NCc2ccco2)[nH]c(=O)c1-c1ccccc1	8.7	10.7	0.549	-15.0[20 µM]	0.5	1.1	0.6	-6.2	1.7
CCCCn1c(SCC(=O)NCc2ccccc2)nc2ccc(N3CCOCC3)cc2c1=O	-402.8	0.3	3.99*	-23.3[20 µM]	1.4	3.4	-0.2	-5.4	-10.4
COc1ccc(CNC(=O)COC(=O)c2n[nH]c3ccccc23)cc1OC	19.9	21.1	0.249	-27.4[20 µM]	4.6	2.9	1.1	-6.7	-3.9
Cc1ccc(C(=O)NCc2ccco2)cc1S(=O)(=O)N1CCCCC1	-111.2	-9.1	-0.41	-9.1	0.4	2.6	-0.4	10.8	6.6
Cc1cc(C(=O)COc2ccccc2C(N)=O)c(C)n1C	-6.7	43.9	0.321	-19.9	0.9	-10.5	0.9	-5.6	-2.3
CCc1nc2ccccc2n1Cc1ccccc1OC	-13.7	11.8	·	-17.4	-2.0	-4.2	-1.1	0.1	-1.9
O=S(=O)(CCN1CCSCC1)c1ccc(Cl)cc1	-17.7	4.8	-0.301	-22.5	1.0	-8.9	0.9	-5.8	-4.8
Cc1cc(C)nc(NS(=O)(=O)c2ccc(N/C=C\C(=O)c3cccs3)cc2)n1	-62.4	16.6	0.718	-17.5	0.7	-1.1	0.7	6.7	-8.2
COc1ccc(CCCC(=O)Nc2ccc(F)cc2)cc1	5.6	10.6	0.39	-8.6	-2.5	3.5	-1.5	-8.4	34.0
CCOc1cc(-c2noc(CCC(=O)Nc3cccnc3)n2)ccc1OC	11.4	4.0	-0.782	-22.9	1.4	3.6	1.0	0.8	4.8
COC(=O)c1sccc1NC(=O)Nc1cccc(Cl)c1Cl	0.2	-19.9	0.326	-22.0	-0.1	4.0	0.2	-8.8	0.4
O=C(NCc1cccs1)C1CCCN(S(=O)(=O)c2cnc[nH]2)C1 (stereo not drawn)	6.8	7.6	0.42	-10.5	-0.1	-5.1	-0.4	-3.9	-1.7
CCNC(=O)C1=C(O)c2sccc2N(C)S1(=O)=O	-6.4	-7.7	-0.0766	-14.9	-0.1	-6.8	1.6	-6.0	-11.6
CCN(CC(=O)Nc1cc(Cl)ccc1C)C(=O)C1CCCCC1	5.5	-4.6	-0.313	-19.4	-2.4	-4.1	1.3	-6.1	1.0
COc1ccc(Cl)cc1NC(=O)N1CCN(S(C)(=O)=O)CC1	-15.6	5.2[5 µM]	-0.0124	-26.0[20 µM]	-0.8	-17.3	0.8	-1.4	1.7
O=C(COc1ccccc1[N+](=O)[O-])NCCC1=CCCCC1	22.4	12.1	0.188	-11.0	-1.1	2.2	0.6	-6.1	0.0
CCCCS(=O)c1snnc1C (stereo not drawn)	-13.9	16.3	0.261	-21.3	0.4	-17.4	1.2	-0.4	6.7
CCOC(=O)c1ccc(OC)c(OC)c1Cl	22.8	2.6	0.905	-22.1	-0.4	-14.3	0.2	-1.8	-0.8
CCn1c(O)c(C(C#N)=C2N=c3ccccc3=N2)c2ccccc21	-11.0	10.6	0.109	-14.7	-0.1	1.7	0.5	8.3	-10.0
O=c1c2cc(NC(=S)N3CCCCCC3)ccc2nc2n1CCCCC2	16.6	12.8	-0.0689	-24.8	3.3	-8.3	1.3	-0.9	-6.8
CC(=O)C1=C(O)C(=O)N(C2CCCCC2)C1c1ccccc1 (stereo not drawn)	0.4	16.7	0.58	-13.0[20 µM]	0.3	-20.4	0.6	5.9	-9.8
Cc1c(Cl)cn2c(=O)cc(CN3CCN(c4ccccc4)CC3)nc2c1Cl	-39.1	2.1	-2.47	-11.7	0.8	-15.2	1.5	-1.6	-5.8
COc1ccc(C2C(C#N)=C(N)OC3=C2C(=O)CC(C)(C)C3)c([N+](=O)[O-])c1OC (stereo not drawn)	-7.0	16.0	-1.62	-14.1[20 µM]	1.1	-5.8	-0.1	5.2	1.0
CCCCN=C1N/C(=C\c2ccco2)C(=O)N1c1ccccc1	-15.5	3.7	0.404	5.3[20 µM]	-0.9	-1.9	-0.2	-0.7	-16.8
